hDAT+cocaine – changed hDAT dopamine uptake under cocaine IC80, either direction, primary screen, cocaine antagonist project, cell-based, LLC-PK1 hDAT, [14C]-dopamine uptake, MLSMR; Sodium-dependent dopamine transporter (Homo sapiens), Q01959; LLC-PK1 hDAT cells, [14C]-dopamine uptake with cocaine IC80; actives deviate in either direction; B-score at 10 µM; actives 1.3% (n = 110,000);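 active means Z score or B-score, a plate-position-corrected score, falls beyond the plate's 99.7% confidence bounds, in either direction; inactive means both scores lie inside the 99.7% bounds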;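 further: scored against the spread of the other compound wells on the same plate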
Target sequence (Q01959 whole entry, looked up): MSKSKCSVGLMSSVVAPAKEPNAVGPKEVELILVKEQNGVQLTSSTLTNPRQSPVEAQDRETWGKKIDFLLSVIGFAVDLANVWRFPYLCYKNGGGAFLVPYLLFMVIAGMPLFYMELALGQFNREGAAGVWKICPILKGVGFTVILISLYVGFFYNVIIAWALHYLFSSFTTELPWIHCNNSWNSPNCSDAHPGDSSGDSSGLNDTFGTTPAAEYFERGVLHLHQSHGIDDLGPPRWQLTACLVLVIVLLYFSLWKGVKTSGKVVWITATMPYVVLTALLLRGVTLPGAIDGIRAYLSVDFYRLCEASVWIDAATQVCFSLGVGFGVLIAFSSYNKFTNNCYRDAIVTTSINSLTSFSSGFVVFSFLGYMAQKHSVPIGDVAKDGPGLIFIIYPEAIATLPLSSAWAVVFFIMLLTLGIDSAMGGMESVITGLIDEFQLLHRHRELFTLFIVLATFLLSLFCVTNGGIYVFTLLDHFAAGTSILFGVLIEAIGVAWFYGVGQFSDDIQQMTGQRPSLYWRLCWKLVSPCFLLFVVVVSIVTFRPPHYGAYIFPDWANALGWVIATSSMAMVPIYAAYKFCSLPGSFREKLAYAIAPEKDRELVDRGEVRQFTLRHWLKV
E coli WT exp – growth inhibitors of wild-type E. coli, primary screen, strain BW25113, expanded library, OD600 | actives 0.15% (n = 98,000) | AID 710, 2007 | growth inhibition, % at 100 µM | OD600 absorbance;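 active means growth inhibition above about 50% at one test dose, limit read from the data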;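 further: growth measured after 20 h incubation at 37 °C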
Lung fibro prol – antiproliferative effect on LL 47 fibroblasts – human, LL 47 cells, CellTiter-Glo luminescence, primary screen; actives 1.1% (n = 85,000); viability, % at 10 µM; LL 47 human lung fibroblast viability, ATP luminescence; stronger effect = lower value;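 active means viability at or below 50% in the single dose screen; inactive means viability above 50%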;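 further: compound exposure lasted 72 h before the ATP readout; 100% = median luminescence of untreated cell-only wells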
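Test system: LL 47 human lung fibroblasts / Incubation: 72 h compound exposure at 37 °C after overnight plating / Technique: luminescent ATP detection, CellTiter-Glo / Compound dosing: 0.1% DMSO in all compound wells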
PostGolgi yeast – phenotypic screen on post-Golgi transport, primary screen | post-Golgi transport phenotypic cell assay | inhibition, % at 10 µM | actives 0.9% (n = 98,000) | AID 739, 2007;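 further: yeast cells grown in 1536-well plates; yeast grown about 18 h at 30C before absorbance read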
S1P2 agonist – S1P2 receptor agonists, primary screen, cell-based | Sphingosine 1-phosphate receptor 2 (Homo sapiens), O95136 | S1P2-expressing cell line, agonist reporter read-out | activation, % at 4.5 µM | actives 0.46% (n = 97,000) | AID 729, 2007; in the data active means activation above about 16%;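 further: 0% = vehicle low control and 100% = maximal reference agonist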
Target sequence (O95136 whole entry, looked up): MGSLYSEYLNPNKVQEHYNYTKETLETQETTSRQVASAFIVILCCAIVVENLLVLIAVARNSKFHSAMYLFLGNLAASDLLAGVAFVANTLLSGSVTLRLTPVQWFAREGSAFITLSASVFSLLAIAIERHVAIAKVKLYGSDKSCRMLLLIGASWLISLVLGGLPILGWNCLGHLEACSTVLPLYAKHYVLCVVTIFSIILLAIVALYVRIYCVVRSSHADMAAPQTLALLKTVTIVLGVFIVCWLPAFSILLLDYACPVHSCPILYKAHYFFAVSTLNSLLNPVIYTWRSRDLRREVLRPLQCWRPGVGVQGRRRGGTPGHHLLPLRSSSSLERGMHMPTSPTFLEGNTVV
H69AR growth 86K – proliferation blockers of H69AR lung cancer cells, primary screen, cell-based, human, 86K library | H69AR lung tumor viability, ATP luminescence, 72 h; stronger effect = lower value | viability, % at 10 µM | AID 598, 2007 | actives 6% (n = 85,000);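 active means viability at or below 40%; inactive means viability above 40%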;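 further: multidrug resistant small cell line overexpressing MRP-1 efflux transporter; 100% = mean luminescence of untreated control wells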
HUVEC inhibit – inhibitors of HUVEC proliferation, primary screen, cell-based, 384-well; CellTiter-Glo luminescence, 72 h; stronger effect = lower value; viability, % at 10 µM (by protocol); actives 1.1% (n = 86,000); AID 648, 2007;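 active means viability at or below 30%; inactive means viability above 30%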;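 further: 100% = median luminescence of DMSO-only cell control wells on each plate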
S1P2 antag – human S1P2 receptor antagonists, primary screen, cell-based. Sphingosine 1-phosphate receptor 2 (Homo sapiens), O95136. actives 0.21% (n = 97,000). cell-based S1P2 antagonist assay, inhibition at 5 uM. inhibition, % at 5 µM; in the data active means inhibition above about 45%;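 further: CRE beta-lactamase reporter cells expressing human S1P2 stimulated with S1P; 0% = agonist at EC80 alone and 100% = agonist plus reference antagonist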
PostGolgi ctrl – growth inhibition of yeast control strain, primary screen, counter-screen for post-Golgi transport modulator project; efflux-deficient yeast background strain, growth absorbance A615, 16 h; inhibition, % at 10 µM; actives 5% (n = 98,000); AID 738, 2007
An asterisk follows results filed as active; nt = not tested or not shown. Unless noted, no stated cut-off is given here; in the data, active means inhibition above about 30%; inactive means the rest.

smiles	hDAT+cocaine	E coli WT exp	Lung fibro prol	PostGolgi yeast	S1P2 agonist	H69AR growth 86K	HUVEC inhibit	S1P2 antag	PostGolgi ctrl
CC(=O)Nc1ccc(S(=O)(=O)Nc2cccc(-c3nc4ccccc4o3)c2)cc1	0.015	5	96	16	-7	77	86	-11	-10
CCOC(=O)c1c(NC(=O)CSc2nc3ccccc3o2)sc(C)c1C	0.81	-12	nt	0	-5	nt	nt	-6	7
Cn1cnnc1SCc1cccc(Br)c1	-1.1	10	99	-1	-8	93	101	24	7
Cc1ccc(S(=O)(=O)N2CCN(C(=O)C3COc4ccccc4O3)CC2)cc1C (configuration not stated)	-0.62	0	97	16	-4	81	119	12	16
CC(C)CN(Cc1c(O)ccc2c3c(c(=O)oc12)CCC3)CC(C)C	-0.13	4	103	0	-6	92	107	-18	-1
Cc1cc(C)c2nc(Cl)c(CN(Cc3ccco3)C(=O)Nc3ccccc3C)cc2c1	-0.34	-22	nt	7	-3	nt	nt	0	34*
O=C(c1ccc(Br)o1)N1CCN(Cc2ccc3c(c2)OCO3)CC1	0.52	13	107	11	-5	106	109	11	-3
CCOC(=O)C1=C(N)N2C(=O)C(C)SC2=C(C(=O)OCC)C1c1ccccc1 (configuration not stated)	0.17	-21	93	2	0	89	93	-4	-8
Cc1ccc2[nH]c(=O)c(CNC(C)(C)C)cc2c1	-0.7	1	100	19	-5	100	97	5	0
O=C(NC(C(=O)N1CCCC1C(=O)O)=C1CCCCC1)c1ccccc1 (configuration not stated)	0.18	-4	96	3	nt	99	107	nt	19
Cc1nn2c(NCCCN(C)C)c3c(nc2c1-c1ccccc1)CCC3	0.93	-1	10*	4	-3	6.6*	56	-31	2
Nc1nnc(CSCc2ccc(F)cc2)s1	0.031	8	97	-15	nt	110	88	nt	-3
Cc1[nH]c(=O)cc2ccccc12	-0.082	5	102	-8	-3	96	86	0	3
CCc1ccccc1NC1=NCC(=O)N1Cc1ccccc1	0.089	5	93	0	-8	90	94	6	9
O=C(COC(=O)c1cccs1)NCCN1C(=O)CSC1=O	-0.64	0	93	-12	-7	92	106	20	1

Following part:
smiles	hDAT+cocaine	E coli WT exp	Lung fibro prol	PostGolgi yeast	S1P2 agonist	H69AR growth 86K	HUVEC inhibit	S1P2 antag	PostGolgi ctrl
COc1ccccc1N1CCN(C(=O)C2CCN(S(=O)(=O)c3ccccc3)CC2)CC1	1.1	2	97	9	-10	107	93	-22	0
CCCN1CCCc2cc(CN(CCCN3CCOCC3)C(=O)Nc3ccc(OCC)cc3)ccc21	2.7*	-10	104	4	0	72	100	6	7
N#Cc1c2n(c3c(=O)n(Cc4ccc(Cl)cc4)cnc13)CCCCC2	1.3	-14	89	-11	-4	81	99	-10	58*
CN(C)c1cccc(C(=O)OCC(=O)NCc2ccco2)c1	-0.28	-5	97	1	-7	99	82	13	6
COc1ccc(C2C3=C(CCCC3=O)Nc3nc(-c4cc(OC)c(OC)c(OC)c4)nn32)cc1OC (configuration not stated)	4*	7	99	33*	6	81	82	-8	1
CN1CCC(OC(=O)COc2ccc(C(C)(C)C)cc2)CC1	nt	5	104	4	-2	94	101	28	-1
COC(=O)c1ccc(CNC(=O)CSc2nc3sc(C)c(C)c3c(=O)n2C)o1	2.3	0	106	21	-2	74	102	-1	9
CCC(C(=O)OC)n1cnc2c(nnn2-c2cccc(Cl)c2)c1=O (configuration not stated)	-0.0027	2	100	-7	-4	95	107	4	3
COc1ccc(N(Cc2cc3cccc(C)c3[nH]c2=O)S(C)(=O)=O)cc1	-0.85	-8	88	-3	-1	89	84	11	4
COc1cc(OC)cc(-c2nc3cc(C)ccc3o2)c1	-0.0073	0	70	12	-8	31*	65	11	1
Cc1cc(C(=O)OCC(=O)N2CCCC2)c2ccccc2n1	0.32	-4	89	0	-3	75	85	-4	5
Cc1nc2ccccc2c2nc3ccccc3n12	-0.24	7	71	2	5	66	85	-84	8
O=C(Nc1ccc(F)cc1)N1CCN(C/C=C/c2ccccc2)CC1	1.6	17	95	6	-4	93	100	0	13
COC(=O)C1CCN(C(=O)c2sc3nc(-c4ccccc4)cn3c2C)CC1	1.1	1	107	0	-4	75	114	-37	5
Cc1ccc(OCC(=O)Nc2cccc3nsnc23)c(C)c1	-0.022	-11	97	1	-9	84	111	12	5

(cont.)
smiles	hDAT+cocaine	E coli WT exp	Lung fibro prol	PostGolgi yeast	S1P2 agonist	H69AR growth 86K	HUVEC inhibit	S1P2 antag	PostGolgi ctrl
CCCC(=O)Nc1nc2nc(C)cc(=O)n2[nH]1	nt	-7	99	11	-7	84	97	-8	0
Cc1cnc(NC(=O)C2CCCO2)s1 (configuration not stated)	-0.17	18	nt	1	-7	99	102	15	3
CC1CN(Cc2ccccc2)c2nc3c(c(=O)n(C)c(=O)n3C)n2C1 (configuration not stated)	-0.64	-11	nt	-14	0	nt	nt	-28	4
Cc1cccc(C(=O)O)c1NC(=O)c1ccc(F)cc1	-0.79	-3	91	0	-2	92	95	3	2
Cc1cc2c(ncn2Cc2ccccc2)c([N+](=O)[O-])c1C	-1	7	nt	2	-6	nt	nt	25	0
Nc1ccc2c(c1)CCC2=O	-1.1	nt	101	nt	-1	105	101	-29	nt
FC(F)(F)c1nc2ccccc2n2c(-c3ccc(Cl)cc3Cl)nnc12	0.065	-2	nt	12	-3	nt	nt	-25	8
CCC(=O)Nc1ccc(S(=O)(=O)N2CCc3ccccc3C2)cc1	0.58	2	94	23	nt	102	99	nt	11
NC(=O)Cc1c[nH]c2cccc(O)c12	-0.18	nt	99	nt	nt	85	38	nt	nt
COC(CNC(=O)CCc1c(C)nc2c(-c3ccc(F)cc3)c(C)nn2c1C)OC	-1.1	2	93	2	-6	104	103	3	1
COc1cc(/C=C(\C#N)c2nc3ccccc3[nH]2)ccc1Oc1ccc([N+](=O)[O-])cn1	-0.44	-11	nt	15	-4	nt	nt	-6	2
COc1ccc(N(CC(=O)Nc2cccc(SC)c2)S(C)(=O)=O)cc1	0.015	1	99	0	nt	67	95	nt	7
Cc1ccc(C(=O)Nc2ccc(CC(=O)O)cc2)o1	-0.09	-8	99	-8	-3	104	96	-6	-2
CCOC(=O)N1CCN(CC(O)COCC2=CCC3CC2C3(C)C)CC1 (configuration not stated)	-0.0094	12	nt	-1	-12	nt	nt	12	18
CCCCC(=O)Nc1ccc(C(=O)Nc2cccnc2)cc1	0.74	-3	105	6	-5	81	98	-6	11

11 of these compounds, reformatted:
Values in the order – hDAT+cocaine | E coli WT exp | Lung fibro prol | PostGolgi yeast | S1P2 agonist | H69AR growth 86K | HUVEC inhibit | S1P2 antag | PostGolgi ctrl
Cc1cc(C)c2nc(Cl)c(CN(Cc3ccco3)C(=O)Nc3ccccc3C)cc2c1
 : -0.34 | -22 | nt | 7 | -3 | nt | nt | 0 | 34*
O=C(c1ccc(Br)o1)N1CCN(Cc2ccc3c(c2)OCO3)CC1
 : 0.52 | 13 | 107 | 11 | -5 | 106 | 109 | 11 | -3
CCOC(=O)C1=C(N)N2C(=O)C(C)SC2=C(C(=O)OCC)C1c1ccccc1 (configuration not stated)
 : 0.17 | -21 | 93 | 2 | 0 | 89 | 93 | -4 | -8
Cc1ccc2[nH]c(=O)c(CNC(C)(C)C)cc2c1
 : -0.7 | 1 | 100 | 19 | -5 | 100 | 97 | 5 | 0
O=C(NC(C(=O)N1CCCC1C(=O)O)=C1CCCCC1)c1ccccc1 (configuration not stated)
 : 0.18 | -4 | 96 | 3 | nt | 99 | 107 | nt | 19
Cc1nn2c(NCCCN(C)C)c3c(nc2c1-c1ccccc1)CCC3
 : 0.93 | -1 | 10* | 4 | -3 | 6.6* | 56 | -31 | 2
Nc1nnc(CSCc2ccc(F)cc2)s1
 : 0.031 | 8 | 97 | -15 | nt | 110 | 88 | nt | -3
Cc1[nH]c(=O)cc2ccccc12
 : -0.082 | 5 | 102 | -8 | -3 | 96 | 86 | 0 | 3
CCc1ccccc1NC1=NCC(=O)N1Cc1ccccc1
 : 0.089 | 5 | 93 | 0 | -8 | 90 | 94 | 6 | 9
O=C(COC(=O)c1cccs1)NCCN1C(=O)CSC1=O
 : -0.64 | 0 | 93 | -12 | -7 | 92 | 106 | 20 | 1
COc1ccccc1N1CCN(C(=O)C2CCN(S(=O)(=O)c3ccccc3)CC2)CC1
 : 1.1 | 2 | 97 | 9 | -10 | 107 | 93 | -22 | 0

Additional structures follow.
smiles	hDAT+cocaine	E coli WT exp	Lung fibro prol	PostGolgi yeast	S1P2 agonist	H69AR growth 86K	HUVEC inhibit	S1P2 antag	PostGolgi ctrl
O=C(O)COc1ccc2occ(C(=O)c3ccccc3)c2c1	-0.061	-6	101	-6	-1	85	101	-17	5
Cc1cccc(N2CCN(C(=O)c3cc4c(=O)[nH]c5ccccc5c4n3C)CC2)c1C	0.42	nt	96	nt	-3	36*	76	-9	nt
Cc1ccc(-n2nc3c([n+]2[O-])CCc2c-3no[n+]2[O-])cc1	-2.1	4	94	1	nt	38*	97	nt	15
O=C(N/N=C/c1ccccc1F)c1csc2c1CCCC2	-0.81	2	nt	-5	-11	nt	nt	-8	13
CC1(C)N=C2C(=[N+]1[O-])CCC/C2=N\O	-0.75	-2	103	4	-7	102	98	8	8
O=C(CN1CCN(Cc2cccc(Cl)c2)C1=O)NCc1ccccn1	1.1	-3	97	2	-3	94	106	3	1
O=C(Cn1[nH]c(=O)c2ccccc2c1=O)Nc1ccc2c(c1)CCC2	1.7	-20	97	-4	nt	74	86	nt	-4
NC(=O)C1(NC(=O)[C@@H]2CC3(CC(c4cccc(NC(=O)[C@@H]5CCC(=O)N5)c4)=NO3)CN2C(=O)c2cnccn2)CC1 (some centres not stated)	-0.81	-2	nt	-2	-12	nt	nt	-6	2
c1coc(CNc2c3c(nc4ncnn24)CCCC3)c1	2.1	7	102	7	nt	85	103	nt	-3
CCCC(NC(=O)CNC(=O)C(C)(C)C)C(=O)O (configuration not stated)	2.8	-10	101	-5	-8	101	111	2	-1

Bioassay records: PubChem, several laboratories
